# Source: PubChem (several laboratories)
# KCNK3 inh – human KCNK3 channel inhibition, primary screen. O14649. CHO-KCNK3 thallium flux, FluxOR fluorescence; hits give low values. B-score at 10 µM. hit rate 0.84% among 340,000;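 active = B-score under library mean minus 4 SD, starting fluorescence ratio at most library mean plus 5 SD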;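 also: more negative B-score means stronger inhibition of thallium flux through KCNK3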
# TRPC4 potent – TRPC4 (mouse) allosteric potentiation. hit rate 0.42% among 310,000. B-score at 10 µM. HEK293 TRPC4beta/mu-opioid, DAMGO EC20, Fluo-4 Ca2+ flux; hits give high values;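 active = B-score of calcium response area above 5 SD of library B-scores, with initial fluorescence ratio within 5 SD of library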;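 also: B-score of integrated fluorescence ratio over time as area under calcium response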
# KCNQ1 pot – human KCNQ1 channel potentiation or activation; P51787; CHO-K1 KCNQ1, thallium flux FluxOR fluorescence; hits give high values; B-score at 10 µM; hit rate 0.35% among 310,000; AID 2648;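 active = fluorescence ratio B-score, a plate-corrected score, at least three library SD, with initial intensity B-score within 5 SD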
#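 Medium – assay buffer, equal DMSO in all wells · Material – CHO-K1 cell line with stable KCNQ1 potassium channel expression · Signal – kinetic FluxOR thallium fluorescence, 10-s 1-Hz baseline, 110-s post-stimulus read · Compound – single concentration per compound, DMSO matched to controls · Schedule – 37 °C overnight plating, 90-min dark dye load, 20-min compound pretreatment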
# KCNK9 inh – blocks the human KCNK9 two-pore domain potassium channel; Q9NPC2; HEK293 KCNK9, FluxOR thallium flux fluorescence; hits give low values; B-score at 10 µM; hit rate 1.2% among 310,000; AID 488922;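 active = ratio B-score over 3 SD below the library mean, with starting fluorescence within 5 SD of its mean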;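 also: negative B-score means less thallium flux so channel inhibition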
# DYRK1A inh – inhibitors of rat Dyrk1A kinase; Q63470; ADP-Glo luminescence, NFATc1 peptide; inhibition, % at 12.5 µM; hit rate 0.43% among 310,000; in the data active = inhibition above about 50%;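 also: plate controls were vehicle with enzyme for no effect and no enzyme for full effect; many of its hits are not listed in these tables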
# Platelet DG rel – modulates dense granule release in human platelets; hit rate 0.22% among 300,000; inhibition, %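 (compounds screened at 7.5 µM in platelet-rich plasma)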; human platelet-rich plasma, SFLLRN dense granule ATP release, luminescence;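 active = mean replicate score, as percent of positive control, at or above 50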
# PolyA inh – blocks polyadenylation in yeast reporter cells. calls only at 12 µM. S. cerevisiae SKY197-pL101 polyadenylation reporter, beta-gal luminescence; efflux-impaired pdr1/pdr3 knockout yeast; score 100 = 6 SD above DMSO. hit rate 0.02% among 300,000;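 active = lowest replicate activity score at least 50, where 100 means six control SD above control mean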;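 also: yeast exposed to compound for 9 h at 30 °C; higher score means more reporter readthrough which indicates perturbed polyadenylation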
# KCNQ1 block – inhibitors of human KCNQ1 potassium channel. CHO-K1 KCNQ1, FluxOR thallium flux fluorescence; hits give high values. B-score at 10 µM. hit rate 1.3% among 310,000. AID 2642;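 active = compounds whose thallium flux B-score, printed positive for inhibition, exceeds three library SD while starting fluorescence stays within three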;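 also: channel opened by potassium depolarization with thallium stimulus after 20 min compound exposure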
# TRPC4 act – activators of mouse TRPC4 channel. hit rate 0.49% among 310,000. B-score at 10 µM. HEK293 TRPC4beta/mu-opioid, Fluo4 calcium fluorescence; hits give high values. Q9QUQ5;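 active = B-score above 5 SD of library B-scores, and initial fluorescence ratio not above library mean plus 5 SD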;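 also: positive B-score marks a calcium rise read as TRPC4 activation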
#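 System – HEK293 cells stably co-expressing mouse TRPC4beta and mu-opioid receptor · Signal – Fluo4 calcium-sensitive dye fluorescence, kinetic, 1 Hz baseline · Benchmarks – buffer (low) and maximal DAMGO (high) · Read-out – B score of integrated fluorescence ratio per well · Incubation – dye loading 45 min room temperature, 110 s kinetic read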
# hERG protect – hERG (human) protection from proarrhythmic block; CHO-hERG, FluxOR thallium flux, dofetilide IC70 present; activation (rescue from dofetilide block), less the hit threshold, % at 10 µM; hit rate 0.51% among 310,000;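 active = activation above the mean of controls blocked by dofetilide plus 5 SD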;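 also: thallium influx through hERG after potassium depolarization seen as dye fluorescence rise; in these data hits start at about 4.7%; inactives centre near -7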
# Target sequence (Q12809 whole entry, looked up): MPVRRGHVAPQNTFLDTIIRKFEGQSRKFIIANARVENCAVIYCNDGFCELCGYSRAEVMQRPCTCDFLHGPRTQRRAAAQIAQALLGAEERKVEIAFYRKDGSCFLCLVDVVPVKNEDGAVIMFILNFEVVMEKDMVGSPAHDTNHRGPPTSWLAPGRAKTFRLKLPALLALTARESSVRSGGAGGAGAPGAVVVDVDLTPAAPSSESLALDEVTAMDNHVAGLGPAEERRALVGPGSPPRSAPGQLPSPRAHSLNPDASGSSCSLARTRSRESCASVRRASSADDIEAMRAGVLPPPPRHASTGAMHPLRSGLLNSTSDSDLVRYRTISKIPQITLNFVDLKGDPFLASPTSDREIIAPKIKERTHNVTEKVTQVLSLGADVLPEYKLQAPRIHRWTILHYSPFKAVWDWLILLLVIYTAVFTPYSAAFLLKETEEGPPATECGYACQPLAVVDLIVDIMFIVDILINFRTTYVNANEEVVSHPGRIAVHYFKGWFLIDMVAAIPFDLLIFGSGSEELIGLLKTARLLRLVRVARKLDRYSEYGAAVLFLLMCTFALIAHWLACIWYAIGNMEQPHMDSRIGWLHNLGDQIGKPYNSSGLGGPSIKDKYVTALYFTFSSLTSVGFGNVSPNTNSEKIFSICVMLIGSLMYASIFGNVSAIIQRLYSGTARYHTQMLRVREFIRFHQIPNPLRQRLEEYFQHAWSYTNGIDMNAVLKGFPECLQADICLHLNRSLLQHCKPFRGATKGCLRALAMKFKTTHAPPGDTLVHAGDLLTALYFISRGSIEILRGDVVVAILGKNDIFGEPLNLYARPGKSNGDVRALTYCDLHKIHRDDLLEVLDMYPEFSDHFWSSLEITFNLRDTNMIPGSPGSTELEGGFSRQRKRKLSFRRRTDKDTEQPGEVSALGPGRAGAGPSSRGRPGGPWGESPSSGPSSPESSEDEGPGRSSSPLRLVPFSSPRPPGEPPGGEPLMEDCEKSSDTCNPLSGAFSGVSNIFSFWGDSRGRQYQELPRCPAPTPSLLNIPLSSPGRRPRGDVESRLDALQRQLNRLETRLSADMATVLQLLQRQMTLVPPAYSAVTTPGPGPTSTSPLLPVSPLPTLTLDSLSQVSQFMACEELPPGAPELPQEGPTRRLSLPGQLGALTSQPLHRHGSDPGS
# TRPC4 block – inhibitors of mouse TRPC4 channel; hit rate 0.39% among 300,000; B-score at 10 µM; HEK293 TRPC4beta/mu-opioid, DAMGO-evoked Fluo4 calcium flux; hits give low values; Q9QUQ5;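 active = B-score over 3 SD under the library average, no early fluorescence shift, positive overall ratio signal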
#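 Assay system: Stable TRPC4beta/mu-opioid receptor HEK293 cells | Reagent: DAMGO in two steps, submaximal then maximal | Compound dosing: Single concentration per test compound | Signal: Fluo4 Ca2+ flux fluorescence | Evaluation: Per-well B score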
# Starred values were filed as active, the others as inactive; i = inactive; x = not tested or not shown.
Compound | PolyA inh | TRPC4 potent | TRPC4 block | KCNK9 inh | TRPC4 act | KCNQ1 pot | DYRK1A inh | KCNQ1 block | KCNK3 inh | Platelet DG rel | hERG protect
COC(CNc1ncnc2sc(-c3ccccc3)cc12)OC | i | i | i | i | i | i | 18 | i | i | 3 | -5
COC(=O)c1sccc1NC(=O)c1cccc(Cl)c1 | i | i | i | i | i | i | 0 | i | i | -2 | -6
O=C(C[n+]1ccc2ccccc2c1)c1cccc2ccccc12 | i | i | i | i | i | i | 5 | i | i | 0 | -12
CCc1ccc(OCC(=O)Nc2ccncc2)cc1 | i | i | i | i | i | i | 21 | i | i | 4 | -12
CC1CCC(N2CCN(c3ncccn3)CC2)C1 (stereo unspecified) | i | i | i | i | i | i | -5 | i | i | 4 | -3
CCCCn1c(S(=O)(=O)O)nc2ccccc21 | i | i | i | i | i | i | 16 | i | i | 4 | -6
Cc1cccc(OCC(O)CN2C(C)(C)CC(O)CC2(C)C)c1C (stereo unspecified) | i | i | i | i | i | i | -4 | i | i | -4 | -20
CCN(CC)S(=O)(=O)c1ccc(N(C)CCc2ccc(OC)c(OC)c2)nc1 | i | i | i | i | i | i | 0 | i | i | 0 | -12
Cc1ccc(NC(=O)CCCNC(=O)c2ccc(Cl)cc2)c(Br)c1 | i | i | i | i | i | i | -8 | i | i | -6 | 0
Cc1ccc(S(=O)(=O)NCCC(=O)OCC(=O)N2CCCC2=O)cc1C | i | i | i | i | i | i | x | i | i | x | -16
COc1ccc(Oc2ccc(-c3ccn[nH]3)cc2)cc1 | i | i | i | i | i | i | -7 | i | i | 4 | -7
CCCCn1c(N)c(N(CC(C)C)C(=O)c2ccc(Cl)c(S(=O)(=O)N3CCCC3)c2)c(=O)[nH]c1=O | i | i | i | i | i | i | 0 | i | i | -3 | -16
COc1ccc(Cc2c3cc(OC)c(OC)cc3cc[n+]2C)cc1OC | i | i | i | i | i | i | -1 | i | i | 1 | -5
O=C(Nc1ccccn1)c1cc(-c2cccc(Cl)c2)nc2ccccc12 | i | i | i | i | i | i | -1 | 7* | i | 4 | -19
Cn1nnnc1SCC(=O)N1CCN(S(=O)(=O)c2ccc(Cl)cc2)CC1 | i | i | i | i | i | i | -3 | i | i | -2 | -6
C=CCn1c(-c2ccccc2)c[nH]c1=S | i | i | i | i | i | i | 3 | i | i | 0 | 0
Cc1sc2ncnc(SCC#N)c2c1C | i | i | i | i | i | i | -4 | i | i | -5 | 3
COc1ccc(CCNC(=O)C2CC2)cc1OC | i | i | i | i | i | i | 1 | i | i | 2 | -2
CCOC(=O)c1c(C)c(C(=O)NCc2cccnc2)c(C)n1C | i | i | i | i | i | i | 6 | i | i | 1 | -3
CC(C)(CO)NC(=O)C(Cc1ccccc1)N1C(=O)c2ccccc2C1=O (stereo unspecified) | i | i | i | i | i | i | -4 | i | i | 7 | -5
N#Cc1cnn2ccc(-c3ccc4c(c3)CCC4)nc12 | i | i | i | i | i | i | x | i | i | 3 | -6
c1ccc(N2CC[N+]3(CCCC3)CC2)nc1 | i | i | i | i | i | i | -2 | i | i | -6 | -3
Cc1ccc(S(=O)(=O)N2CC(O)C[C@H]2C(=O)OCC(=O)Nc2ccc(N3CCCCC3)cc2)cc1C (stereo partly specified) | i | i | i | i | i | i | 1 | i | i | -17 | -9
O=C(Nc1ccc(F)cc1)N1CCC(c2nc3c(nnn3Cc3ccccc3Cl)c(=O)[nH]2)CC1 | i | i | i | i | i | i | -1 | i | i | -11 | -13
C=CCN1C(=O)c2cccc3c(N4CCCCC4)ccc(c23)C1=O | i | i | i | i | i | i | -6 | i | i | -1 | -8
CC(=O)c1cnc(-c2ccccn2)s1 | i | i | i | i | i | i | 1 | i | i | -8 | -8
COc1cccc(NC(=O)CSc2nnc(Cc3ccc(C)cc3)c(=O)n2N)c1 | i | i | i | i | i | i | 13 | i | i | -8 | -16
C=CCn1c(=NC(=O)c2ccccc2[N+](=O)[O-])sc2cc(S(C)(=O)=O)ccc21 | i | i | i | i | i | i | 3 | i | i | 5 | -6
CCCCn1c(=O)[nH]c(=O)c2c(C(=O)OCC)cc(-c3ccc(OC(F)F)cc3)nc21 | i | i | i | i | i | i | 1 | i | i | 1 | -12
CCOC(=O)C1CCN(CC(=O)N2CCc3ccccc32)CC1 | i | i | i | i | i | i | -6 | i | i | 0 | -2
Cc1sc2nc[nH]c(=O)c2c1-c1ccc(F)cc1 | i | i | i | i | i | i | 11 | i | i | -12 | -3
O=S(=O)(Nc1nc2cc3c(cc2nc1Cl)OCCO3)c1ccccc1 | i | i | i | i | i | i | -1 | i | i | -4 | 0
COc1ccc(CCNC(=O)CS(=O)(=O)Cc2nc(-c3ccc(C)cc3)oc2C)cc1OC | i | i | i | i | i | i | 4 | i | i | -18 | -6
COc1cc(/C=C/C(=O)N2CCN(C)CC2)cc(S(=O)(=O)N2CCc3ccccc32)c1OC | i | i | i | i | i | i | 3 | i | i | -10 | -16
CCc1cccc(C)c1NC(=O)CSc1nnc(-c2cc3cc(Br)ccc3o2)n1CC | i | i | i | i | i | i | -4 | i | i | -1 | -10
CCN(c1ccccc1)S(=O)(=O)c1cc(OC)ccc1OC | i | i | i | i | i | i | -4 | i | i | -13 | -9
Cc1ccccc1CC1SC(N=C(N)N)=NC1=O (stereo unspecified) | i | i | i | i | i | i | -2 | i | i | -3 | -11
C/C(CC(=O)Nc1ccc2c(c1)OCO2)=N\NC(=O)c1ccccc1N | i | i | i | i | i | i | 3 | i | i | 4 | -6
CCN1CCN(C(=O)CS(=O)Cc2nc(-c3cccc(C)c3)oc2C)CC1 (stereo unspecified) | i | i | i | i | i | i | 2 | i | i | -3 | -6
COc1cccc(CC(NC(C)=O)C(=O)NC2CCN(C(=O)C3CCCCC3)CC2)c1OC (stereo unspecified) | i | i | i | i | i | i | -1 | i | i | 1 | -7
Cc1ccnc(NS(=O)(=O)c2ccc(NC(=O)/C=C/c3cccs3)cc2)n1 | i | i | i | i | i | i | 3 | i | i | -11 | -15
Cc1cc(C(=O)Nc2ccccc2)oc(=O)c1 | i | i | i | i | i | i | x | i | i | 6 | -4
O=C(C1CCN(S(=O)(=O)c2cccs2)CC1)N1CCCC(C(F)(F)F)C1 (stereo unspecified) | i | i | i | i | i | i | -1 | i | i | -4 | -6
COc1ccc2c(c1)cc(C(O)c1ccccn1)n2S(=O)(=O)c1ccccc1 (stereo unspecified) | i | i | i | i | i | i | -8 | i | i | -34 | -12
Cc1ccc(N/C(=C\C(=O)c2ccccc2)C(=O)O)cc1 | i | i | i | i | i | i | x | i | i | 10 | -7
Cc1cc([N+](=O)[O-])c(NCCCCCCO)c([N+](=O)[O-])c1 | i | i | i | i | i | i | 8 | i | i | 1 | -4
O=C1CN(C(=O)c2cc(F)cc(F)c2)c2ccccc2N1 | i | i | i | i | i | i | 2 | i | i | 0 | -4
O=C(c1ccccc1F)N1CCN(c2ccc([N+](=O)[O-])cc2-n2cccc2)CC1 | i | 18* | i | i | i | i | x | i | i | -1 | -5
COc1ccccc1C(=O)N/C(=C\c1ccccc1)C(=O)NC(Cc1ccccc1)C(=O)O (stereo unspecified) | i | i | i | i | i | i | 1 | i | i | 0 | -7
CCOc1ncccc1C(=O)OCC(=O)Nc1cccc(S(N)(=O)=O)c1 | i | i | i | i | i | i | 0 | i | i | -1 | -6

# Two records picked at random from the list so far, as already listed:
Compound | PolyA inh | TRPC4 potent | TRPC4 block | KCNK9 inh | TRPC4 act | KCNQ1 pot | DYRK1A inh | KCNQ1 block | KCNK3 inh | Platelet DG rel | hERG protect
O=C(Nc1ccc(F)cc1)N1CCC(c2nc3c(nnn3Cc3ccccc3Cl)c(=O)[nH]2)CC1 | i | i | i | i | i | i | -1 | i | i | -11 | -13
Cc1cccc(OCC(O)CN2C(C)(C)CC(O)CC2(C)C)c1C (stereo unspecified) | i | i | i | i | i | i | -4 | i | i | -4 | -20

# Next part.
Compound | PolyA inh | TRPC4 potent | TRPC4 block | KCNK9 inh | TRPC4 act | KCNQ1 pot | DYRK1A inh | KCNQ1 block | KCNK3 inh | Platelet DG rel | hERG protect
Cc1sc2ncnc(OCC(=O)c3ccc(S(=O)(=O)N4CCCC4)cc3)c2c1C | i | i | i | i | i | i | 11 | i | i | 1 | -17
O=C(COC(=O)CSc1ccc2ccccc2c1Br)NC1CC1 | i | i | i | i | i | i | 17 | i | i | 3 | -6
COc1cc(C(=O)OCC(=O)N2c3ccccc3NC(=O)C2(C)C)ccc1OCC(C)C | i | i | i | i | i | i | x | i | i | -9 | -5
O=C(CN1C(=O)C2C3C=CC(C3)C2C1=O)Nc1ccc(S(=O)(=O)Nc2nccs2)cc1 (stereo unspecified) | i | i | i | i | i | i | 0 | i | i | 7 | -9
Cc1ccc(NC(=O)CN(C)Cc2ccc(Cl)cc2)cc1 | i | i | i | i | i | i | -4 | i | i | -5 | -9
COc1ccc(N(CC(=O)Nc2cccc3ccccc23)S(C)(=O)=O)cc1 | i | i | i | i | i | i | 3 | i | i | -4 | -11
CN1C2CCC1/C(=C/c1cccn1C)C(=O)/C2=C\c1cccn1C | i | i | i | i | i | i | -1 | 17* | i | 15 | -46
O=C(NCc1ccco1)[C@@H]1CSC2c3ccccc3C(=O)N21 (stereo partly specified) | i | i | i | i | i | i | -4 | i | i | 5 | 0
COc1cccc(C(=O)N(C)C(C)c2nc3ccccc3s2)c1 (stereo unspecified) | i | i | i | i | i | i | 6 | i | i | 3 | -13
O=S(=O)(NC(=S)c1ccccc1)c1ccccc1 | i | i | i | i | i | i | -3 | i | i | -8 | -3
O=S(=O)(NCC(c1cccnc1)N1CCOCC1)c1ccccc1 (stereo unspecified) | i | i | i | i | i | i | -57 | i | i | 1 | -5
CSCC[C@H](NC(=O)C1CCC(CNC(=O)[C@@H]2CCCN2C(=O)OC(C)(C)C)CC1)C(=O)O (stereo partly specified) | i | i | i | i | i | i | -4 | i | i | -6 | -10
Cc1cccc2cc(CN(Cc3cccs3)Cc3nnnn3Cc3ccccc3)c(=O)[nH]c12 | i | i | i | -13* | i | i | -5 | i | -11* | -4 | -3
Cc1ccc(Cl)cc1N1CCN(C(=O)Cn2ccc3ccccc3c2=O)CC1 | i | i | i | i | i | i | 5 | i | i | -8 | -10
c1ccc(-c2cc(-c3ccncc3)nc3ccc4ccccc4c23)cc1 | i | i | i | i | i | i | 5 | i | i | 0 | 2
COc1cc(C(=S)N2CCC(Cc3ccccc3)CC2)ccc1OCC(N)=O | i | i | i | i | i | i | -1 | i | i | 8 | -4

# This is a subset; rates above refer to the full screens.
